Vif-APOBEC3F blk: inhibitors of Vif-A3F interaction; AID 602313; Potency, µM (doses to about 46.1 µM), for the others: at the top dose activity, negative = active; HeLa A3F-eYFP + Vif (tagged APOBEC3F with the HIV-1 protein that degrades it), YFP fluorescence increase; hit rate 0.2% among 390,000; also: % of control where 0% means no effect; nearly all actives have a fitted effect of over 65% in size
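HeLa cells stably expressing A3F-eYFP plus Vif, plated and incubated overnight at 37 deg C, then exposed to compounds overnight at 37 deg C. Blocked degradation read as raised yellow fluorescence (Ex 488/Em 500-530).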
RGS4 inh: inhibitors of human regulator of G protein signaling 4; Transcreener GDP fluorescence polarization, RGS4-accelerated GTP hydrolysis; Potency, µM (doses to about 114 µM), inactives show at the top dose activity change, negative = inhibition, actives largely listed as inhibitors; hit rate 0.039% among 390,000; AID 504845; also: % is scaled to controls: 0 for no effect and ±100 for the full control effect; nearly all actives have a fitted effect of over 75% in size; some results filed as inactive show a strong effect at the top dose
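MLSMR compounds (23 nl, pin-transferred) preincubated 10 min at room temperature with a 500nM (2x) first reagent, then RGS4 at 900nM (2x) plus Transcreener GDP mix added; fluorescence polarization (620/688 nm) read before and after 90 min at 30 °C.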
USP1 inh: USP1/UAF1 (human) deubiquitinase inhibition | O94782 | recombinant USP1/UAF1, Ub-Rhodamine cleavage fluorescence | Potency, µM (doses to about 57.1 µM), for the others: top-dose activity change, negative = inhibition, most hits filed as inhibitors | hit rate 0.23% among 390,000 | AID 743255; also: % is scaled to controls: 0 for no effect and ±100 for the full control effect; nearly all actives have a fitted effect of over 60% in size; inactives centre near -12
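In this screen, compounds sit with the deubiquitinase complex (1nM) for 15 min at room temperature before Ub-Rho is added at 150nM final. Fluorescence rise is then followed for 6 reads every 60 seconds.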
12-LOX inh: blocks human arachidonate 12S-lipoxygenase. hit rate 1.1% among 580,000. P18054. Potency, µM (titrated, usually from 108 µM), for inactives: at the highest dose activity change, negative = inhibition, hits mostly inhibitors. purified 12hLO, xylenol orange hydroperoxide absorbance; also: % is scaled to controls: 0 for no effect and ±100 for the full control effect
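Purified human 12hLO at 150 nM in 25 mM Hepes, 0.01% Triton X-100, pH 7.0, preincubated 15 min at room temperature with compound. Reaction started with 40 uM arachidonic acid, 30 min at room temperature. Hydroperoxide measured by Fe-xylenol orange, 573/405 nm absorbance ratio.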
Vif-A3G inh: blocks the Vif interaction with human APOBEC3G. AID 602310. HeLa A3G-eYFP + Vif (tagged APOBEC3G with the HIV-1 protein that degrades it), YFP fluorescence, overnight. hit rate 0.076% among 410,000. Potency, µM (top dose mostly 46.1 µM), for inactives: at the highest dose activity, negative = active, actives largely listed as inhibitors. Q9HC16;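 also: % is scaled to controls: 0 for no effect and ±100 for the full control effect; nearly all actives have a fitted effect of over 60% in size; hits raise eYFP signal because A3G escapes Vif-driven loss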
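HeLa cells stably expressing Vif and C-terminally eYFP-tagged A3G, seeded overnight at 37 deg C, then exposed to compound by pintool overnight at 37 deg C. Rise in yellow fluorescence (Ex 488/Em 500-530, Acumen) marks blocked Vif-driven A3G degradation.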
RXFP1 agonist: agonists of human relaxin receptor RXFP1; Q9HBX9; HEK293T-RXFP1 cAMP TR-FRET, 30 min; response scale: percent of porcine relaxin response, buffer zero; Potency, µM (highest dose often 57.5 µM), for the others: top-dose activation, usual class: activators; hit rate 0.3% among 370,000; AID 2676; also: % is scaled to controls: 0 for no effect and ±100 for the full control effect; nearly all actives have a fitted effect of over 60% in size; many of its hits are not listed in these tables
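Agonist response is measured as cAMP accumulation in an RXFP1-transfected HEK293T line under PDE4 inhibition. Values are scaled between buffer-only and 29 nM porcine relaxin, and EC50s come from standard Hill equation fits.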
rTrxR1 inhibitor: inhibitors of rat thioredoxin reductase 1 | Potency, µM (series often up to 114 µM), inactives show at the highest dose activity change, negative = inhibition, usual class: inhibitors | recombinant rTrxR1, NADPH fluorescence consumption, selenite substrate | hit rate 1% among 390,000 | O89049; also: % is scaled to controls: 0 for no effect and ±100 for the full control effect; nearly all actives have a fitted effect of over 65% in size
Target sequence (O89049 whole entry, looked up): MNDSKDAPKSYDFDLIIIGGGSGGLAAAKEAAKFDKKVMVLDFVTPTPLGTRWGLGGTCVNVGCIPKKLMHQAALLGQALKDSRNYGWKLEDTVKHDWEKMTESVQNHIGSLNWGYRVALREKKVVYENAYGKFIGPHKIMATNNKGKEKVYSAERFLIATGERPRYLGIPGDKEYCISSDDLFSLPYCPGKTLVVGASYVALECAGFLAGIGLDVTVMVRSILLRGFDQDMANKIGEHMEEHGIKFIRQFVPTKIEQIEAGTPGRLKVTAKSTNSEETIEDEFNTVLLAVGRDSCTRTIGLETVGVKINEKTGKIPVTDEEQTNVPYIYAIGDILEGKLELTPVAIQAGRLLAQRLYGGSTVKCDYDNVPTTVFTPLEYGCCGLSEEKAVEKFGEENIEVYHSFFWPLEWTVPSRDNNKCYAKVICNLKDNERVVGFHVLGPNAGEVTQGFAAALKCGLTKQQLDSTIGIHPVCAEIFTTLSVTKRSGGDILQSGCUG
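Rat TrxR1 (90 nM in the dispensed reagent) was pre-reduced with 400 uM NADPH for 5 min at room temperature, then incubated with compound for 15 min. After 400 uM selenite was added, NADPH fluorescence (Ex 340/Em 450 nm) was followed for 8 min.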
TrxR1 substrate: is turned over as a substrate by rat TrxR1. O89049. purified TrxR1 substrate turnover, NADPH consumption readout. Potency, µM (top dose mostly 114 µM), for the others: at the top dose activity change, negative = substrate turnover. hit rate 0.01% among 390,000; also: % is scaled to controls: 0 for no effect and ±100 for the full control effect; nearly all actives have a fitted effect of over 50% in size
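Rat TrxR1, dispensed at 90 nM, was prereduced with 400 uM NADPH (final) for 5 min at ~22 deg C, then incubated with compound 15 min before 400 uM selenite. A first-read NADPH fluorescence drop versus no-compound background flagged substrates.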
IDH1 R132H inh: inhibitors of human mutant IDH1 R132H; O75874; IDH1-R132H enzyme, NADPH consumption, diaphorase/resazurin fluorescence; Potency, µM (series often up to 76.6 µM), inactives show at the highest dose activity change, negative = inhibition, most hits filed as inhibitors; hit rate 0.093% among 390,000; also: % is scaled to controls: 0 for no effect and ±100 for the full control effect; nearly all actives have a fitted effect of over 65% in size
Target sequence (O75874 whole entry R132H, stated change not applied): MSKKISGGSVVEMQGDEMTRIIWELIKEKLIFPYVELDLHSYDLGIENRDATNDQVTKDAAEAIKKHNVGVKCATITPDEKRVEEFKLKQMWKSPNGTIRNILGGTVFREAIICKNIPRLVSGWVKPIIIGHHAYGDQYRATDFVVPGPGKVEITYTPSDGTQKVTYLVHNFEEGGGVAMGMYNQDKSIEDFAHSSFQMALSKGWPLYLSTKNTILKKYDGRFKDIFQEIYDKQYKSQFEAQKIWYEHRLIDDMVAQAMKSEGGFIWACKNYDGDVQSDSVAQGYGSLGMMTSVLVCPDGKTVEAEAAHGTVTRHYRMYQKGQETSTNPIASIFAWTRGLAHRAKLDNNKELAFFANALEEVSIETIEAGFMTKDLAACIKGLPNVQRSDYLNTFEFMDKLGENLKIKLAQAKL
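IDH1-R132H (0.5 ug/mL) preincubated 30 min with compound, then NADPH (0.016 mM) and alpha-KG (2 mM) added; 80 min at RT, pH 7.5. Remaining NADPH coupled via diaphorase/resazurin to fluorescence (540/590 nm); concentration-response curves normalized to no-enzyme control.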
* = called active by the depositor; [ ] = another dose, or the depositor's remark. Calls follow the shape of the dose curve; as a rule, active = well fitted curve in the direction sought with a large enough effect; inconclusive = small, poorly fitted or top-dose-only effect, or another doubt; inactive = no such curve, though single readings can be large; an effect the other way counts as inactive or inconclusive. Potency is read from the fitted curve at half-maximal effect.

For O=C(Nc1cccc(S(=O)(=O)N2CCCCC2)c1)C1CC(=O)N(Cc2ccco2)C1 (stereo not given) the results were Vif-APOBEC3F blk -2%, RGS4 inh 13%, USP1 inh -11%, 12-LOX inh 0%, Vif-A3G inh 0%, RXFP1 agonist 0.6%, rTrxR1 inhibitor 11%[57.1 µM], TrxR1 substrate 10%[57.1 µM] and IDH1 R132H inh 11%.
O=C(COc1ccccc1)N(Cc1cc2ccccc2[nH]c1=O)CC1CCCO1 (stereo not given) was read as Vif-APOBEC3F blk 2%, RGS4 inh 9%, USP1 inh -6%, 12-LOX inh 0%, Vif-A3G inh 0%, RXFP1 agonist 3.6%, rTrxR1 inhibitor 25%[57.1 µM], TrxR1 substrate 4%[57.1 µM] and IDH1 R132H inh -2%.
CCN(CC)CCCN(C(=O)c1ccc(OC)cc1)c1nc(-c2ccc(OC)cc2)cs1 was read as Vif-APOBEC3F blk -1%, RGS4 inh -13%, USP1 inh -10%, 12-LOX inh inconclusive, Vif-A3G inh -5%, RXFP1 agonist -1.1%, rTrxR1 inhibitor 15%, TrxR1 substrate 4% and IDH1 R132H inh -1%.
`Cc1nc2ccc(NC(=O)N3CCOCC3)cc2nc1C` gave Vif-APOBEC3F blk -11%, RGS4 inh -20%, USP1 inh -13%, 12-LOX inh -6%, Vif-A3G inh 0%, RXFP1 agonist 9.3%, rTrxR1 inhibitor 24%[57.1 µM], TrxR1 substrate 86%[activator] and IDH1 R132H inh -5%.
For O=C(CSc1ccc(-c2ccncc2)nn1)c1ccc(Cl)cc1 the results were Vif-APOBEC3F blk -4%, RGS4 inh 16%, USP1 inh -18%, 12-LOX inh 0%, Vif-A3G inh -5%, RXFP1 agonist 0.7%, rTrxR1 inhibitor 13%, TrxR1 substrate -1% and IDH1 R132H inh 3%.
Screening Cn1nnnc1SCC(=O)N1CCN(S(=O)(=O)c2ccc(Cl)cc2)CC1 returned Vif-APOBEC3F blk -1%, RGS4 inh 4%, USP1 inh -17%, 12-LOX inh 1%, Vif-A3G inh -3%, RXFP1 agonist -0.8%, rTrxR1 inhibitor -6%, TrxR1 substrate 1% and IDH1 R132H inh 6%.
Screening CN(C)c1ccc(NC(=O)CN2C(=O)c3ccccc3Sc3ccc(C(=O)N4CCCC4)cc32)cc1 returned Vif-APOBEC3F blk 1%, RGS4 inh -37%, USP1 inh -19%, 12-LOX inh inconclusive, Vif-A3G inh -2%, RXFP1 agonist -1.6%, rTrxR1 inhibitor 29%[57.1 µM], TrxR1 substrate 8%[57.1 µM] and IDH1 R132H inh -6%.
For C/C(=N/Nc1ccnc2cc(Cl)ccc12)c1ccc(N)cc1 the results were Vif-APOBEC3F blk inconclusive, RGS4 inh -36%, USP1 inh -22%, 12-LOX inh inconclusive, Vif-A3G inh 0%, RXFP1 agonist 0.2%, rTrxR1 inhibitor -6%, TrxR1 substrate -9%[57.1 µM] and IDH1 R132H inh 13%.
For CCOc1ccc(CCNC(=O)c2cc3c(s2)-c2ccccc2OC3)cc1OCC the results were Vif-APOBEC3F blk 13%, RGS4 inh -32%, USP1 inh -13%, 12-LOX inh -14%, Vif-A3G inh -4%, RXFP1 agonist 5.0%, rTrxR1 inhibitor inconclusive, TrxR1 substrate 173%[activator] and IDH1 R132H inh -12%.
Screening C=CCn1c(=N)c(C(=O)NCCCOC)cc2c(=O)n3cccc(C)c3nc21 returned Vif-APOBEC3F blk -5%, RGS4 inh 23%, USP1 inh -3%, 12-LOX inh inconclusive, Vif-A3G inh 3%, RXFP1 agonist 17%, rTrxR1 inhibitor -108%, TrxR1 substrate 113%[activator][11.4 µM] and IDH1 R132H inh 4%.
Screening CN(C(=O)COc1cccc(Br)c1)C1CCS(=O)(=O)C1 (stereo not given) returned Vif-APOBEC3F blk 1%, RGS4 inh -4%, USP1 inh -5%, 12-LOX inh 14%, Vif-A3G inh 1%, RXFP1 agonist 0.3%, rTrxR1 inhibitor 23%, TrxR1 substrate 7% and IDH1 R132H inh -8%.
CC1CC(=O)c2cnc(N)nc2C1 (stereo not given) was read as Vif-APOBEC3F blk 6%, RGS4 inh -19%, USP1 inh -13%, 12-LOX inh -14%, Vif-A3G inh -3%, RXFP1 agonist 2.3%, rTrxR1 inhibitor 20%, TrxR1 substrate 6% and IDH1 R132H inh 4%.
`CCn1nc(C(=O)OCC(=O)N2CCc3ccccc32)c2ccccc2c1=O` gave Vif-APOBEC3F blk 4%, RGS4 inh -13%[56.9 µM], USP1 inh -22%, 12-LOX inh inconclusive, Vif-A3G inh 1%, RXFP1 agonist 2.4%, rTrxR1 inhibitor 21%, TrxR1 substrate 1% and IDH1 R132H inh 9%.
`O=C(O)c1nn(Cc2csc(-c3ccccc3)n2)c(=O)c2ccccc12` gave Vif-APOBEC3F blk 1%, RGS4 inh 17%, USP1 inh -6%, 12-LOX inh 6%, Vif-A3G inh 0%, RXFP1 agonist 0.8%, rTrxR1 inhibitor 4%, TrxR1 substrate -3% and IDH1 R132H inh 28%.
Cn1ccnc1SCc1cn2cc(Br)ccc2n1 was read as Vif-APOBEC3F blk -7%, RGS4 inh -21%, USP1 inh -14%, 12-LOX inh 475%[activator], Vif-A3G inh 1%, RXFP1 agonist 2.0%, rTrxR1 inhibitor 5%, TrxR1 substrate 0% and IDH1 R132H inh 7%.
`CCN(C(=O)Cn1c(C(=O)OC)cc2sc(Cl)cc21)c1cccc(C)c1` gave Vif-APOBEC3F blk -2%, RGS4 inh 0%, USP1 inh -32%, 12-LOX inh -23%, Vif-A3G inh 1%, RXFP1 agonist 1.0%, rTrxR1 inhibitor 17%, TrxR1 substrate 0% and IDH1 R132H inh -21%.
For C=C(C)COc1ccc(-c2n[nH]c(C)c2-c2ccc(OC)cc2)c(O)c1 the results were Vif-APOBEC3F blk 2%, RGS4 inh 3%, USP1 inh -10%, 12-LOX inh inconclusive, Vif-A3G inh -10%, RXFP1 agonist 5.5%, rTrxR1 inhibitor -1%, TrxR1 substrate -7% and IDH1 R132H inh 2%.
For Cc1nc2c([N+](=O)[O-])c(C)c(C)cc2[nH]1 the results were Vif-APOBEC3F blk -8%, RGS4 inh inconclusive, USP1 inh -10%, 12-LOX inh -11%, Vif-A3G inh 1%, RXFP1 agonist 0.8%, rTrxR1 inhibitor 17%[57.1 µM], TrxR1 substrate 6%[57.1 µM] and IDH1 R132H inh 5%.
For CCOc1ccc(S(=O)(=O)Nc2cccc(C(=O)N3CCN(c4ccc(OC)cc4)CC3)c2)cc1 the results were RGS4 inh 5%, USP1 inh -6%, 12-LOX inh -24%, Vif-A3G inh 0%, RXFP1 agonist -0.7%, rTrxR1 inhibitor -3%, TrxR1 substrate -4% and IDH1 R132H inh 10%.
Screening O=C(Nc1nccs1)c1ncc(Cl)c(Cl)c1Cl returned Vif-APOBEC3F blk -28%, RGS4 inh 5%, USP1 inh -7%, 12-LOX inh 1%, Vif-A3G inh -7%, RXFP1 agonist -0.6%, rTrxR1 inhibitor 26%, TrxR1 substrate 3% and IDH1 R132H inh -2%.
For Cc1ccc(Cn2c(NS(=O)(=O)c3ccccc3)nc3ccccc32)cc1 the results were Vif-APOBEC3F blk 1%, RGS4 inh -2%, USP1 inh -8%, 12-LOX inh 37%[activator], Vif-A3G inh -1%, RXFP1 agonist 1.2%, rTrxR1 inhibitor 8%, TrxR1 substrate -12% and IDH1 R132H inh 0%.
For O=C(OC(C(=O)c1c[nH]c2ccccc12)c1ccccc1)c1cnccn1 (stereo not given) the results were Vif-APOBEC3F blk -15%, RGS4 inh 19%, USP1 inh -9%, 12-LOX inh -25%, Vif-A3G inh 2%, RXFP1 agonist 0.0%, rTrxR1 inhibitor 17%, TrxR1 substrate -6% and IDH1 R132H inh -15%.
Screening COc1ccc(S(=O)(=O)N2CCCC(C(=O)NCc3ccco3)C2)cc1Cl (stereo not given) returned Vif-APOBEC3F blk 2%, RGS4 inh 7%, USP1 inh -14%, 12-LOX inh 25%, Vif-A3G inh -5%, RXFP1 agonist -1.5%, rTrxR1 inhibitor 6%, TrxR1 substrate 8% and IDH1 R132H inh 7%.
`COc1cc(CNCc2ccncc2)cc(OC)c1OC` gave Vif-APOBEC3F blk -2%, RGS4 inh -10%, USP1 inh -13%, 12-LOX inh 0%, Vif-A3G inh 0%, RXFP1 agonist 0.2%, rTrxR1 inhibitor -1%, TrxR1 substrate -1% and IDH1 R132H inh -7%.

Entries listed so far that have bromine, in the order listed:
Screening CN(C(=O)COc1cccc(Br)c1)C1CCS(=O)(=O)C1 (stereo not given) returned Vif-APOBEC3F blk 1%, RGS4 inh -4%, USP1 inh -5%, 12-LOX inh 14%, Vif-A3G inh 1%, RXFP1 agonist 0.3%, rTrxR1 inhibitor 23%, TrxR1 substrate 7% and IDH1 R132H inh -8%.
Cn1ccnc1SCc1cn2cc(Br)ccc2n1 was read as Vif-APOBEC3F blk -7%, RGS4 inh -21%, USP1 inh -14%, 12-LOX inh 475%[activator], Vif-A3G inh 1%, RXFP1 agonist 2.0%, rTrxR1 inhibitor 5%, TrxR1 substrate 0% and IDH1 R132H inh 7%.

These rows are one share of the data (hit frequency here may not be typical).
